# High-throughput results (PubChem)
# Efflux pump mplx: antifungal efflux pump inhibition, Nile Red retention. S. cerevisiae Candida pump triplex. inhibition, % at 10 µM. 0.44% of 330,000 active. AID 485275;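 active = plate passing quality check with inhibition over a set limit, or well fluorescence over plate mean plus 4 SD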;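 note: Nile Red retained in pooled yeast measured as flow cytometry median fluorescence; 0% = buffer negative control and 100% = Enniatin B positive control; higher means more Nile Red kept so more efflux inhibition; some compounds called inactive have numbers as strong as hits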
# AGP1 TOR yeast: yeast TOR pathway AGP1-GFP modulation; 0.02% of 320,000 active; S. cerevisiae AGP1-GFP multiplex flow cytometry, 3 h; GFP as percent of DMSO wells; GFP response vs DMSO, % at 10 µM;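 active = GFP response relative to DMSO above a set limit, near screen average plus 3 SD, cut at about 150% in these data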;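 note: median GFP channel fluorescence of the gated AGP1 strain per well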
# RPL19A-GFP yeast: alters RPL19A-GFP fluorescence in TOR pathway yeast screen; S. cerevisiae RPL19A-GFP strain, flow cytometry, 3 h; active compounds read low; percent response vs DMSO, % at 10 µM; 0.3% of 330,000 active; AID 2025;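 active = percent response vs DMSO below 50%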;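 note: median channel GFP fluorescence of the barcoded RPL19A-GFP strain; ratio of sample median GFP to plate DMSO average so 100% = DMSO; lower means less RPL19A-GFP as with rapamycin TOR inhibition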
# AHR act: activates the human aryl hydrocarbon receptor | P35869 | AHR-responsive luciferase reporter cells, luminescence | activation, % at 5 µM | 2.5% of 320,000 active; in the data active = activation above about 47%;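 note: 0% = vehicle wells and 100% = reference agonist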
# Target sequence (P35869 whole entry, looked up): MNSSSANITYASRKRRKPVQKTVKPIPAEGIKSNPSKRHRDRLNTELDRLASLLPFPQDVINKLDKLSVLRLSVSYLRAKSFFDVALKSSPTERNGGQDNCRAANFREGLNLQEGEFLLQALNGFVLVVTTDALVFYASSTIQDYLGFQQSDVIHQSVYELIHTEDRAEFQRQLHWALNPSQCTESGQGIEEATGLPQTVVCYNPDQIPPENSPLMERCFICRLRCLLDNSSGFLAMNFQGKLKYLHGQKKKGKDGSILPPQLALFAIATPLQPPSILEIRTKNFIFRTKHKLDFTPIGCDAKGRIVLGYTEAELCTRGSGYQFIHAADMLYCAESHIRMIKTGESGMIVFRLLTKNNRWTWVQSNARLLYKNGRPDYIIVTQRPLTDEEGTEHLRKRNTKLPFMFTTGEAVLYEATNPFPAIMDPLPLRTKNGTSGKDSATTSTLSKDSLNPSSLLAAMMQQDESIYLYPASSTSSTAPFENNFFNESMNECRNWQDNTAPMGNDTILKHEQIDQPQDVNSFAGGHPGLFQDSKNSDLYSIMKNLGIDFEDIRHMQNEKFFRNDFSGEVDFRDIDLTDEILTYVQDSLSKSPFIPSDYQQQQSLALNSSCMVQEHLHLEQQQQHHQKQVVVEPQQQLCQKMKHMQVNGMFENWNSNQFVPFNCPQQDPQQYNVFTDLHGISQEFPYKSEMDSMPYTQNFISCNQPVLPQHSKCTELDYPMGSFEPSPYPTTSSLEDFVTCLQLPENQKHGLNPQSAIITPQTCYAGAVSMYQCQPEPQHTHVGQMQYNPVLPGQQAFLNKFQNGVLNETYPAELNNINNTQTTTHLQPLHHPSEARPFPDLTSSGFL
# CIT2 TOR yeast: alters CIT2-GFP fluorescence in TOR pathway yeast screen. S. cerevisiae CIT2-GFP strain, flow cytometry, 3 h; 100 means same as DMSO wells. GFP response vs DMSO, % at 10 µM. 0.065% of 320,000 active;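 active = GFP response relative to DMSO above a set limit, near the screen mean plus 3 SD, cut at about 150% in these data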;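 note: ratio of well median GFP fluorescence to mean of DMSO wells on the plate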
# CR mimetic SO: lowers age-related superoxide in aged yeast cells | S. cerevisiae aged cells, superoxide DHE fluorescence; active compounds read low | superoxide response (% of plate mean), % at 10 µM | 0.18% of 330,000 active;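 active = superoxide response under a set limit, about three screen SD below normal, cut at about 65% in these data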;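 note: yeast aged for seven days with compound at 30 °C before DHE staining; 100% = average MFI of all compound-treated wells on the plate with controls excluded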
# MEP2-GFP yeast: alters MEP2-GFP fluorescence in TOR pathway yeast screen; GFP response vs DMSO, % at 10 µM; AID 2016; 0.51% of 330,000 active; S. cerevisiae MEP2-GFP strain, flow cytometry GFP, 3 h; 100% = DMSO control level;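 active = GFP response versus DMSO above a set limit, roughly screen mean plus 3 SD, cut at about 180% in these data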;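 note: median GFP fluorescence of the barcode-gated MEP2-GFP cells per well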
# LAP4-GFP MLPCN: modulators of TOR pathway LAP4-GFP in S. cerevisiae. S. cerevisiae LAP4-GFP multiplex, flow cytometry GFP, 3 h; median GFP as percent of DMSO wells. 0.34% of 320,000 active. GFP response vs DMSO, % at 10 µM. AID 2023;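 active = GFP response vs DMSO above a set limit, about the screen mean plus 3 SD, cut at about 150% in these data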
# Numbers without * were called inactive.
# The opening 3 compounds, to show the layout:
SMILES,Efflux pump mplx,AGP1 TOR yeast,RPL19A-GFP yeast,AHR act,CIT2 TOR yeast,CR mimetic SO,MEP2-GFP yeast,LAP4-GFP MLPCN
O=c1oc2ccc(C#CC3(O)CCCCC3)cc2cc1-n1cc(C2(O)CCCCC2)nn1,0.1,105,101,-1,100,103,93,104
COc1ccccc1CNC(=O)c1ccc2ccccc2n1,0.1,101,101,21,92,112,100,118
CN(C)C(CNC(=O)c1cccs1)c1ccco1 (configuration not stated),0.0,105,102,1,103,97,99,108

# The listing (from the top)
SMILES,Efflux pump mplx,AGP1 TOR yeast,RPL19A-GFP yeast,AHR act,CIT2 TOR yeast,CR mimetic SO,MEP2-GFP yeast,LAP4-GFP MLPCN
O=c1oc2ccc(C#CC3(O)CCCCC3)cc2cc1-n1cc(C2(O)CCCCC2)nn1,0.1,105,101,-1,100,103,93,104
COc1ccccc1CNC(=O)c1ccc2ccccc2n1,0.1,101,101,21,92,112,100,118
CN(C)C(CNC(=O)c1cccs1)c1ccco1 (configuration not stated),0.0,105,102,1,103,97,99,108
Cc1ccc(C(=O)Nc2nc3ccccc3n2CCN2CCCC2)cc1,0.1,95,95,47*,95,99,100,98
CC(C)CN1C=C2C(=O)C(C)(OC(=O)CCc3ccccc3)C(=O)C=C2C=C1c1ccc(C#N)cc1 (configuration not stated),0.1,78,96,1,65,100,96,108
COc1cccc(/C=N/NC(=O)CSc2cccc3cccnc23)c1,0.2,102,96,13,80,110,103,130
COc1cccc(-c2ccc(C#N)c(=O)[nH]2)c1,0.0,107,100,9,101,111,104,100
COc1ccc(/C=C(\NC(=O)c2ccc(Cl)cc2)C(=O)NCC2CCCO2)cc1OC (configuration not stated),0.2,98,101,4,103,95,101,88
CC(=O)Nc1ccc(-c2csc(NC(=O)Cc3cccc(F)c3)n2)cc1,-0.1,100,104,-3,93,93,100,94
O=[N+]([O-])c1ccc(N2CCN(S(=O)(=O)c3ccccc3)CC2)cc1NCc1ccco1,0.1,95,101,1,95,98,101,89
CC(C)C(NC(=O)OCc1ccccc1)C(=O)OCC(=O)NC1CC1 (configuration not stated),0.1,91,91,0,90,103,96,90
CCC(O)CNc1nc(SC)nc2sc3c(c12)CCN(C)C3 (configuration not stated),-6.5,101,103,15,109,90,106,103
O=C(O)CCCn1cc(NC(=O)COc2ccc([N+](=O)[O-])cc2)cn1,-0.1,102,94,-1,96,100,97,98
CCCOc1ccc(C(=O)c2ccccc2C(=O)OC2CCOC2=O)cc1OCCC (configuration not stated),0.1,104,97,-1,95,101,101,103
COc1cccc(Nc2nc(N)nc(C(F)(F)F)n2)c1,-0.2,101,101,5,105,122,102,101
CC(=O)Nc1ccc([N+](=O)[O-])cn1,-0.4,99,96,1,94,124,98,91
CC(C)CNC(=O)COC(=O)c1ccccc1SCC(=O)NCC(C)C,0.2,111,93,1,104,111,94,99
COC(=O)C1CCN(C(=O)COC(=O)CNS(=O)(=O)c2ccc(SC)c([N+](=O)[O-])c2)CC1,0.2,111,105,2,104,95,107,115
Cc1cc(/C=C2\C(=N)N3N=CSC3=NC2=O)c(C)n1Cc1ccccc1,0.2,113,104,9,102,91,94,113
Cn1c(N)c(C(=O)COC(=O)CCCc2c[nH]c3ccccc23)c(=O)n(C)c1=O,-0.1,101,101,5,99,101,105,100
O=C(CSc1nnc(-c2cccs2)n1-c1ccccc1)NCC1CCCO1 (configuration not stated),-0.1,101,97,-1,97,86,104,97
Cc1ccccc1NC(=S)N(C)Cc1cn(C)c2ccccc12,0.1,103,104,5,105,99,107,95
Cc1ccc(N(CC(=O)NC2CCCC2)C(=O)Cn2nnc(-c3ccccc3F)n2)cc1,0.1,111,109,0,110,87,106,107
CCc1ccc(-c2cc(C)no2)cc1S(=O)(=O)NCCCN1CCN(c2ccccc2)CC1,2.1,107,101,4,107,110,99,100
Cc1csc(NC(=O)CSc2ccc(-c3ccccc3)nn2)n1,0.0,111,106,5,107,93,113,118
Cc1ccc2nc(/C=C/c3cccc(F)c3)ccc2c1,0.2,99,104,48*,99,99,99,97
CC1(c2ccccc2)NC(=O)N(CC(=O)NCc2ccc3c(c2)OCO3)C1=O (configuration not stated),0.2,107,106,0,103,96,101,117
CCOc1ccccc1-c1cc(C(=O)N2CCOCC2)c2ccccc2n1,-0.2,97,102,2,105,102,101,83
Cc1csc(=O)n1CCC(=O)O,0.0,100,100,1,93,144,105,97
CCn1nc(C)c(C(=O)Nc2cc(Oc3cc(C)cc(C)c3)cc([N+](=O)[O-])c2)c1C,0.0,112,102,-2,102,96,103,113
CC1CCN(C(=O)c2ccc3c(c2NCCO)C(=O)c2ccccc2C3=O)CC1,-0.1,97,98,3,95,177,103,97
COC(=O)c1cc(OC(=O)c2ccc(=O)[nH]c2)cc(C(=O)OC)c1,0.0,102,98,0,98,99,107,115
O=C(CCN1C(=O)C2CC=C(Cl)CC2C1=O)NCc1ccco1 (configuration not stated),0.0,99,104,3,98,98,100,95
O=C(CSCC(=O)N1CCCCC1)OCC(=O)c1c[nH]c2ccccc12,0.0,104,96,23,101,105,98,95
CC(=O)OCCn1c(C)[n+](CCOC(C)=O)c2cc(Cl)c(Cl)cc21,-0.6,95,90,0,99,90,82,88
Cc1cc(C)cc(NC(=O)CCC(=O)Nc2cc(C)on2)c1,0.0,104,103,3,101,98,105,106
C=CCNC(=O)Cc1c(OC)ccc2cc(Br)ccc12,-0.1,91,96,6,90,93,96,94
COCCn1c(SCC(=O)Nc2ccc(OC)c(S(N)(=O)=O)c2)nc2ccccc21,0.2,104,103,0,107,96,107,105
Cn1c(=O)c2c(nc(CN3CCN(c4ccccc4F)CC3)n2CCN2CCOCC2)n(C)c1=O,-0.1,106,105,-1,114,93,110,106
CCN(CC)CCn1c(SCC(=O)NCc2ccco2)nc2c(sc3ccccc32)c1=O,0.2,95,98,21,94,92,100,98

# Full records as entered above.
# Results for `Cc1ccc2nc(/C=C/c3cccc(F)c3)ccc2c1` = Efflux pump mplx: 0.2; AGP1 TOR yeast: 99; RPL19A-GFP yeast: 104; AHR act: 48*; CIT2 TOR yeast: 99; CR mimetic SO: 99; MEP2-GFP yeast: 99; LAP4-GFP MLPCN: 97
# Results for `CCC(O)CNc1nc(SC)nc2sc3c(c12)CCN(C)C3` (configuration not stated) = Efflux pump mplx: -6.5; AGP1 TOR yeast: 101; RPL19A-GFP yeast: 103; AHR act: 15; CIT2 TOR yeast: 109; CR mimetic SO: 90; MEP2-GFP yeast: 106; LAP4-GFP MLPCN: 103

# (continued)
SMILES,Efflux pump mplx,AGP1 TOR yeast,RPL19A-GFP yeast,AHR act,CIT2 TOR yeast,CR mimetic SO,MEP2-GFP yeast,LAP4-GFP MLPCN
CCn1ncc(CNC(=O)C2(C)CC2(Br)Br)c1C (configuration not stated),0.0,101,105,-1,110,93,111,97
CSCCC(NC(=O)c1cc(CC(C)C)oc1C)C(=O)O (configuration not stated),0.0,106,102,3,103,94,102,98
CCc1cc(C(=O)COc2ccccc2F)c(O)cc1O,0.0,101,107,5,96,116,110,111
Cc1cccc(CSc2nnc([C@@H]3CCCN3C(=O)OC(C)(C)C)o2)c1,0.1,108,101,2,102,84,100,111
Cc1ccc(N/N=C2\CC(=O)c3ccccc32)cc1Cl,0.0,97,93,41,100,94,105,108
c1ccc(Oc2ncnc3oc(-c4ccccc4)cc23)cc1,-0.2,105,96,5,107,98,101,103
COc1cccc(NC(=O)Nc2cc(C)ccc2OC)c1,0.0,96,103,3,100,102,100,100
CCN(CC)S(=O)(=O)c1ccc(Nc2nc3ccccc3n3nnnc23)cc1,0.0,105,105,14,103,114,112,109
C#CCOCCOCCOCCNc1nc(N2CCN(C(=O)CCCCCCCCCCNC(=O)[C@H](CCCCN)n3cc(C[C@@H](C)CC)nn3)CC2)nc(N2CCN(C(=O)CCCCCCCCCCNC(=O)[C@@H]([C@H](C)O)n3cc(C)nn3)CC2)n1,0.1,98,74,1,94,100,101,149
COc1ccc(S(=O)(=O)NCCN2CCOCC2)c2ccccc12,-0.2,94,93,8,96,91,96,97
COc1ccccc1OCCSc1nc2ccccc2c(=O)[nH]1,0.1,88,94,4,94,103,98,100
O=C(CN1CCCCC1)N1CCc2ccccc21,-0.1,100,100,-4,102,102,99,88
Cc1ccc(NC(=O)CSCC#N)cc1Cl,-0.3,100,100,9,95,108,100,96
COc1ccccc1N1CCN(c2nc(C)cc(=O)[nH]2)CC1,0.0,96,102,5,101,92,105,93
COc1cccc(C(=O)N2CCN(C3CCN(Cc4ccccc4)CC3)CC2)c1OC,0.1,104,99,-1,103,92,96,106
Cc1ccc2nc(-c3ccccn3)oc2c1,-0.1,97,103,61*,106,104,106,92
Cc1nn2c(nc(N3CCCCC3)c3ccccc32)c1C=O,0.6,99,98,0,85,110,96,97
COc1ccc(-c2coc3c(CN4CCCCC4C)c(O)ccc3c2=O)cc1 (configuration not stated),0.0,93,99,1,98,100,97,82
O=C(Nc1ccc(Br)cn1)c1cccc2c1-c1ccccc1C2=O,0.2,97,94,42,92,99,93,92
Cc1ccc(C(C)C)c(OCCSc2nc3ccccc3n2CC(=O)O)c1,0.0,100,100,0,95,89,104,93
COc1ccc([N+](=O)[O-])cc1NC(=O)CSCc1cc(C)cc(C)c1,-0.2,97,108,12,97,103,110,92
Cc1cc(C)n(CC(=O)NNC(=O)CCNC(=O)c2ccccc2Cl)n1,0.1,95,90,2,99,94,93,98
O=C(O)c1cccc(C(=O)O)c1,0.1,101,98,0,97,98,106,103
C=CCn1c(SCc2ccc(Cl)cc2)nc2c1c(=O)[nH]c(=O)n2C,-0.1,98,94,4,98,102,100,97
Cc1ccccc1N(C(=O)c1snc(C(N)=O)c1N)C(C(=O)NC1CCCCC1)c1ccc(O)cc1 (configuration not stated),0.0,99,109,6,93,132,108,100
COc1ccc(C2=NN(C(=O)CSc3cn(C)c4ccccc34)C(c3ccc(OC)cc3)C2)cc1 (configuration not stated),0.0,104,100,4,99,108,102,107
COc1ccc(Nc2nc(NCc3ccco3)nc(N/N=C/c3ccccc3F)n2)cc1,0.0,82,94,11,81,107,93,98
CCC(C)NCC(=O)Nc1ccc([N+](=O)[O-])cc1C(=O)Nc1ccccc1F (configuration not stated),-0.1,103,98,104*,100,98,95,104
O=C(Nc1ccc(Br)cc1)C1CC(c2c(F)cccc2Cl)=NO1 (configuration not stated),0.3,93,98,4,81,109,94,105
CC1=C(C)CS(=O)N(S(=O)(=O)c2ccccc2)C1 (configuration not stated),-0.2,108,103,2,119,88,127,116
C=CCNc1nc(C(=O)OCC(=O)c2ccccc2)cs1,0.1,92,97,-1,93,85,95,99
Cc1ccc(C(=O)O/N=C(\N)c2ccccn2)cc1,0.0,93,102,-12,95,94,98,100
O=C(Cn1nc(C(F)(F)F)c2c1CCCC2)NC1CCCC1,-0.1,102,99,-1,102,105,101,105
CCOc1cc(/C=C/C(=O)c2ccc(O)cc2)ccc1OCC(=O)N(C)C,-0.1,108,110,-2,109,101,124,116
Cc1cc2nc(-c3ccc[nH]c3=O)n(Cc3cccc(F)c3)c2cc1C,-0.1,107,105,1,105,109,109,90
CCOc1ccc(CN(C)C(=O)CNC(=O)C2CCCCC2)cc1OC,0.0,100,104,-1,105,95,106,95
COc1cccc(NC(=O)CN(C)C(C)C(=O)N2CCCCC2)c1 (configuration not stated),0.0,96,97,-1,100,97,103,91
CCOC(=O)COc1ccc2c(=O)c(-c3ccc(OC)c(OC)c3)c(C(=O)OCC)oc2c1,0.0,100,95,-2,94,99,100,115
COc1cccc(C2CC(C(F)(F)F)n3ncc(C(=O)NCc4ccco4)c3N2)c1 (configuration not stated),0.2,92,95,3,88,104,93,92
Cc1ccc(-c2cc(C(=O)Nc3c(C#N)cnn3C)no2)cc1,-0.1,105,103,3,102,96,107,104
